# High-throughput results as filed in PubChem BioAssay.
# DT40 TDP1 CPT: DT40-hTDP1 cell growth loss with CPT; Potency, µM (doses to about 46.2 µM), for inactives: top-dose activity change, negative = growth inhibition, most hits filed as inhibitors; actives 12% (n = 420,000); AID 686979; chicken DT40 Tdp1-/-;hTDP1 cells + 20 nM CPT, ATP luminescence, 48 h; active = well fitted inhibition curve with a large enough effect; inconclusive = small, poorly fitted or top-dose-only effect; also: nearly all actives have a fitted effect of over 55% in size
#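 Chicken DT40 Tdp1-/- cells stably complemented with human TDP1 were seeded at 400 cells/well in medium containing 20 nM camptothecin, exposed to pin-transferred compounds, and grown at 37 °C for at least 48 hr. Viability was read as ATP luminescence.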
# The depositor's hits bear a star; ? = inconclusive; [ ] = another dose, or the depositor's remark. % is scaled to controls: 0 for no effect and ±100 for the full control effect; potency is read from the fitted curve at half-maximal effect. Some of the compounds tested. The share of hits here may be higher or lower than overall.
SMILES,DT40 TDP1 CPT
NC(=O)C1CCN(CC(=O)Nc2ccc3c(c2)OCO3)CC1,5%
CC(C)Cn1cc(-c2cncc3nccn23)cn1,6%
Cc1cccc(-c2cc(NC=O)c3ncc(-c4cccc(C(=O)N(C)C)c4)n3c2)c1,?
COCCn1c(=S)[nH]c2cc(C(=O)NC3CCCC(C)C3C)ccc2c1=O (stereo not given),-24%
COc1ccc(S(=O)(=O)N2CCC(C(=O)N[C@H](C(=O)NCc3ccccc3)C(C)C)CC2)cc1,25%
Cc1ccc(C(c2nc3ccccc3[nH]2)n2c(-c3ccccc3)nc3ccccc32)cc1 (stereo not given),?
N#CC(C(O)c1ccccc1)N1CCOCC1 (stereo not given),-14%
COc1cc(/C=C/CNC[C@H]2O[C@@H](n3ccc(N)nc3=O)[C@H](O)[C@@H]2O)ccc1O,-11%
CCC(=O)N1CCC1(C)C(=O)Nc1cccc2c1CCCC2 (stereo not given),-18%
O=C1Nc2ccccc2SC1=Cc1ccccc1,-19%
COCCn1c(SCC(=O)N2CCCC2)nc2c(c1=O)SCC2,-1%
CC1CCc2sc(C(=O)NN=C3CCCC3)cc2C1 (stereo not given),-10%
COc1ccc2c(c1)CCCO[C@]21O[C@H](CCO)C[C@H](O)[C@H]1O,-2%
OC[C@@H]1CN(Cc2cccs2)C[C@H](n2cnc3c(NCc4ccco4)ncnc32)O1,1%
COc1ccccc1C(=O)N[C@@H]1c2ccccc2C2(CCN(Cc3cccnc3)CC2)[C@H]1O,6%[9.04 µM]
CC(C)c1cc2c(cc1S(=O)(=O)O)[C@@]1(C)CCC[C@@](C)(C(=O)O)[C@@H]1CC2,0%
CCN(C)C1CN(Cc2cn(Cc3cccc(Cl)c3)nn2)S(=O)(=O)C1 (stereo not given),-15%
CC(C)Cc1ccc(CN2C(C)C(=O)N(Cc3cn(Cc4ccco4)nn3)CCS2(=O)=O)cc1 (stereo not given),?
CN(Cc1ccc(Cl)cc1Cl)C(=O)C1CSC2(C)CCC(=O)N12 (stereo not given),13µM*
N#Cc1ccc(NC(=O)COC(=O)c2cccc(S(=O)(=O)N3CCCC3)c2)cc1,-10%
O=C1NC[C@@H](CCCCN2CCN(Cc3ccccc3)C(=O)C2=O)N(Cc2ccccc2)C1=O,-1%
O=S1(=O)CC(N2CC=CC2)CN1Cc1cn(Cc2ccc(F)cc2)nn1 (stereo not given),4%
c1ccc(OCCNc2nc(NCC3CC3)nc3ccsc23)cc1,4.6µM*
Cc1cc(NC(=O)COC(=O)COc2ccc(Cl)c(C)c2)no1,-13%
COC(=O)N(C)C[C@@H]1OCc2cnnn2CCCC(=O)N([C@@H](C)CO)C[C@@H]1C,-4%
CC1(Oc2ccc(Cl)cc2)CCN(Cc2ccc(OC(F)(F)F)cc2)C1 (stereo not given),?
CCc1nc2ccc(C(=O)Nc3cccc(NS(C)(=O)=O)c3)cn2c1N(C=O)CCC(C)C,?
CCCCC[C@@H](C)N1C[C@H](COCc2ccccc2)Oc2cc(N3CC[C@H](O)C3)ccc2S1(=O)=O,?
COc1ccc(C(C(=O)NCc2ccccc2)n2c(-c3ccncc3)nc3ccccc32)cc1 (stereo not given),?
COc1ccc(C(=O)NCCCNc2nc3cc(C)cc(C)c3cc2C#N)cc1,?
Cc1ccc(OCCCC(=O)N(C)CC(=O)Nc2c(C)cccc2C)cc1,-9%
O=C(c1cccs1)N1C[C@@H](n2cc(C3CC3)nn2)[C@H](O)C[C@@H]1c1ccc(Cl)cc1,-9%
COC(=O)[C@@H]1CCCN1C(=O)c1c(OC)cc(=O)n2c1CCN(Cc1ccc3cccnc3c1)CC2,0%
CC1(C(=O)Nc2ccc3c(c2)OCO3)Cc2c(-c3ccccc3)ccnc2O1 (stereo not given),?
CCOC(=O)C1=CCC2C(=O)N(C)C(=O)C12 (stereo not given),3%
Cc1ccc(Cc2c(-c3cccc(Br)c3)nc3ccc(Br)cn23)cc1,-14%
Cc1cnc(-n2ncc(C(=O)N(C)Cc3cccc4ncccc34)c2C(C)C)nc1-c1ccc(F)cc1,-1%
O=C(CSc1nnc(-c2cccc(Br)c2)o1)NCC1CCCO1 (stereo not given),-12%
CCOC(=O)[C@]12CCC=C1N(Cc1ccc(Cl)cc1Cl)C(=O)[C@H](CC(=O)NCc1cccs1)C2,?
COCCNC(=O)C1CCCN(Cc2ccccc2)CC1 (stereo not given),-22%
Cc1cc(C)c2c(=O)n3c(nc2c1)C(CC(C)C)NC(=O)c1cc2ccccc2cc1-3 (stereo not given),?
CC(C)Nc1nc(NCCOc2ccccc2Cl)c2sc(-c3ccccc3)cc2n1,6.5µM*
COC(=O)[C@@H]1CCCN1C(=O)c1cnn(-c2nccc(-c3cc(C)sc3C)n2)c1C1CC1,9%[9.04 µM]
Cc1noc(C)c1NC(=O)N(C)C[C@@H]1Oc2ncc(Br)cc2C(=O)N([C@H](C)CO)C[C@@H]1C,3%
O=C(NC1CCCC1)C1C(c2ccc(C(F)(F)F)cc2)=Nc2ccccc2N1C(=O)c1ccco1 (stereo not given),16µM*
CCNC(=O)C1(C)CCCN(C(=O)c2ccc3ccccc3n2)C1 (stereo not given),-17%
NC(=O)[C@@H]1CSSCCC(=O)N[C@@H](CCCCN=C(N)N)C(=O)NCC(=O)N[C@@H](CC(=O)O)C(=O)N[C@@H](Cc2c[nH]c3ccccc23)C(=O)N2CCC[C@H]2C(=O)N1,?
O=C(Nc1ccc(F)c(Cl)c1)c1cc(C2CCCCN2C(=O)c2ccc(Cl)cc2)on1 (stereo not given),21µM*
CCOC(=O)C1(C)CCCN(C(=O)c2cccnc2SC)C1 (stereo not given),-9%
CC(=O)NCCNC(=O)C1Cc2c(-c3cccc(NC(C)=O)c3)ccnc2O1 (stereo not given),0%
CC(O)(c1cccc(F)c1)c1nc(-c2ccoc2)cs1 (stereo not given),?
C[C@H](c1ccccc1)N1C[C@H](COCc2ccccc2)Oc2cc(N3CC[C@H](N(C)C)C3)ccc2S1(=O)=O,?
CC(C)n1nnnc1C1c2ccccc2C(=O)N1Cc1ccccc1 (stereo not given),2%
N#Cc1cccc(OCCCN2CCC(C(O)(c3ccccc3)c3ccccc3)CC2)c1,?
O=C(NCc1ccc(F)cc1F)[C@@H]1CCCN1C(=O)[C@@H]1CCCN1C(=O)c1cccc(Cl)c1,?
CCCCC(O)C1=C[N+](=O)CC=C1 (stereo not given),2%
O=P(O)(O)OC[C@H](O)CO,-7%
Nc1nc2c(ncn2[C@@H]2O[C@H](CNCc3ccc(F)c(N4CCOCC4)c3)[C@@H](O)[C@H]2O)c(=O)[nH]1,2%
C[C@@H]1CN([C@@H](C)CO)C(=O)CCCn2nncc2CO[C@H]1CN(C)S(=O)(=O)c1ccc(F)cc1,5%
CC1Cc2nc(SCC(=O)N3CCCCC3)n(C)c(=O)c2S1 (stereo not given),-4%
# The listing continues:
SMILES,DT40 TDP1 CPT
CCC(=O)N1CCCC(C)(C(=O)Nc2ccc3scnc3c2)C1 (stereo not given),?
OC(c1ccc(F)c(F)c1)c1ncc(-c2ccccc2F)[nH]1 (stereo not given),?
CCCCN1C(=O)C(CC(=O)NC2CCCC2)CC(C(=O)N(C)C)=C1C (stereo not given),-2%
CCC(C(=O)Nc1c(C)cccc1C)n1c(-c2ccc(=O)[nH]c2)nc2ccccc21 (stereo not given),0%
COCCN(C(=O)COC(=O)C12CC3CC(CC(O)(C3)C1)C2)c1c(N)n(Cc2ccccc2)c(=O)[nH]c1=O,3%
Cc1ccc(C(=O)O)cc1NCc1cccnc1,-1%
Nc1ncnc2c1ncn2C1OCC(O)C1O (stereo not given),18µM*
CN1OC[C@@H]2CN(Cc3ccc4c(c3)OCO4)[C@H](c3ccc(N4CCCCC4)cc3)C[C@@H]21,?
O=C(NC1CCCC1)C1C(c2ccccc2)=Nc2ccccc2N1C(=O)c1ccc(C(F)(F)F)cc1 (stereo not given),16%
COc1ccccc1CNC(=O)c1cc(-c2cc(F)ccc2OC)n[nH]1,-10%
CCc1ccc(/C=C2\SC(=S)N(CCCC(=O)Nc3cc(C)on3)C2=O)cc1,-1%
Cc1cc(C(=O)N2CCCC(CO)(Cc3ccc(F)cc3F)C2)nn1C (stereo not given),?
COc1ccc(-c2ccc(CN3C(C(C)C)C(=O)N(Cc4cn(Cc5ccco5)nn4)CCS3(=O)=O)cc2)cc1 (stereo not given),?
O=C(CC[C@H]1O[C@@H](n2cnc3c(NC(=O)c4ccccc4)ncnc32)[C@H](O)[C@@H]1O)NCc1cccs1,2%
CCC(=O)N1Cc2cc(C(=O)Nc3nccs3)nc(-c3cccc(-c4ccccc4OC)c3)c2[C@@H]1CCO,4.6µM*
CCCCN(C(=O)c1ccccc1Cl)C(CC(C)C)c1nc2ccccc2[nH]1 (stereo not given),21µM*
Cc1ccc(S(=O)(=O)N2C[C@@]3(O)Cn4c(=O)ccc(=O)n4C[C@@]3(OC(=O)NCC3CCCCC3)C2)cc1,?
O=C(Nc1ccc(N2CCOCC2)cc1)c1cccc2c(-c3ccc(F)c(F)c3)coc12,-58%
COC(=O)c1cc(S(=O)(=O)Nc2cccc(-c3ccno3)c2)c[nH]1,12µM*
COc1ccc(C2NC(=S)N3C(c4ccc(OC)c(OC)c4)NC(=S)N23)cc1OC (stereo not given),0.006µM*
COC(=O)[C@]12CCCCC=C1N(Cc1ccccc1)C(=O)[C@H](CC(=O)NCC1CCCCC1)C2,16µM*
CN1CCN(c2ncnc3c2ncn3[C@H]2CN(Cc3ccc(-c4ccccc4)cc3)C[C@@H](CO)O2)CC1,?
O=C(Nc1ccc(Cl)cc1)N[C@@H]1CC[C@H](CCNS(=O)(=O)c2ccccc2F)O[C@@H]1CO,?
CN(C)c1ncnc2c1nnn2C1OC(CO)C(O)C1O (stereo not given),0.58µM*
COc1ccc(-c2ccnc(-n3ncc(C(=O)NC(C)(C)CO)c3C3CC3)n2)cc1F,14%[9.04 µM]
Cc1ncc(Cc2ccccc2)c(C2CCN(S(=O)(=O)C[C@]34CC[C@H](CC3=O)C4(C)C)CC2)n1,?
Cc1nn(C)c(Cl)c1CN1CCOc2ccc(CN3CCC(Oc4cccnc4)CC3)cc2C1,10µM*
Cc1ccsc1C(=O)N1CCCC(C)(C(=O)NS(=O)(=O)C2CC2)C1 (stereo not given),-55%
CC1=C(C(=O)N2CCOCC2)CC(CC(=O)NCCc2ccccn2)C(=O)N1Cc1ccc(F)cc1 (stereo not given),8%
O=C(NC1CCCC1)C1C(c2ccc(C(F)(F)F)cc2)=Nc2ccccc2N1C(=O)c1cc2ccccc2[nH]1 (stereo not given),?
CN(CCOc1ccccc1)Cc1ccccc1,?
COC1=CC(=O)OC(c2cccc(Cl)c2)C1 (stereo not given),7%
O=C(NCc1ccccc1)C1c2ccccc2OCC(=O)N1Cc1ccccc1 (stereo not given),?
C[C@]12C=CC(=O)N[C@@H]1CC[C@@H]1[C@@H]2CC[C@]2(C)[C@@H](C(=O)Nc3cc(C(F)(F)F)ccc3C(F)(F)F)CC[C@@H]12,-13%
CCCCNC(=O)C1C(c2ccc(C(F)(F)F)cc2)=Nc2ccccc2N1C(=O)C1CCN(C(C)=O)CC1 (stereo not given),-18%
O=S1(=O)N[C@@H](Cc2ccccc2)COc2cc(N3CCN(Cc4ccccc4F)CC3)ccc21,-30%
CO[C@H]1CN(C)C(=O)c2ccc(NC(=O)C3CCC3)cc2OC[C@H](C)N(CC2CCCCC2)C[C@@H]1C,?
Cc1cc(C(=O)Nc2cccc(-c3nc(CNC(=O)c4cnccn4)c(C)o3)c2)c(C)o1,4%[9.04 µM]
C[C@@H]1CN([C@@H](C)CO)C(=O)CCCn2nncc2CO[C@@H]1CN(C)S(=O)(=O)c1ccc(-c2ccccc2)cc1,?
C=C(C)Cn1c2ccc(NC(=O)CCOCC)cc2c(=O)n1C,14%

# A stretch from the list above, for reference:
SMILES,DT40 TDP1 CPT
Cc1ccsc1C(=O)N1CCCC(C)(C(=O)NS(=O)(=O)C2CC2)C1 (stereo not given),-55%
CC1=C(C(=O)N2CCOCC2)CC(CC(=O)NCCc2ccccn2)C(=O)N1Cc1ccc(F)cc1 (stereo not given),8%
O=C(NC1CCCC1)C1C(c2ccc(C(F)(F)F)cc2)=Nc2ccccc2N1C(=O)c1cc2ccccc2[nH]1 (stereo not given),?
CN(CCOc1ccccc1)Cc1ccccc1,?
COC1=CC(=O)OC(c2cccc(Cl)c2)C1 (stereo not given),7%
O=C(NCc1ccccc1)C1c2ccccc2OCC(=O)N1Cc1ccccc1 (stereo not given),?
C[C@]12C=CC(=O)N[C@@H]1CC[C@@H]1[C@@H]2CC[C@]2(C)[C@@H](C(=O)Nc3cc(C(F)(F)F)ccc3C(F)(F)F)CC[C@@H]12,-13%

# The results go on:
SMILES,DT40 TDP1 CPT
OCCN1CCN(c2ncnc3c2ncn3[C@H]2CN(Cc3cccc(C(F)(F)F)c3)C[C@@H](CO)O2)CC1,?
CCc1nc2ccc(C(=O)NCCCN3CCCC3=O)cn2c1N(CC)Cc1cccc(Br)c1,21µM*
CN1CCC(N2CCN(C3CN(Cc4cn(Cc5ccc(F)cc5)nn4)S(=O)(=O)C3)CC2)CC1 (stereo not given),-7%
CCCCNC(=O)C1(C)CCCCN1C(=O)c1cc(-c2ccccc2)cs1 (stereo not given),13µM*
CC(=O)Nc1cc(-c2cccnc2)cn2c(-c3cccc(C(F)(F)F)c3)cnc12,18µM*
Cc1ccc(Cl)cc1-c1cc(C(=O)NCc2ccco2)[nH]n1,?

# Gathered by group: those above with an aryl thioether with sulfur outside any ring.
SMILES,DT40 TDP1 CPT
COCCn1c(SCC(=O)N2CCCC2)nc2c(c1=O)SCC2,-1%
O=C(CSc1nnc(-c2cccc(Br)c2)o1)NCC1CCCO1 (stereo not given),-12%
CCOC(=O)C1(C)CCCN(C(=O)c2cccnc2SC)C1 (stereo not given),-9%
CC1Cc2nc(SCC(=O)N3CCCCC3)n(C)c(=O)c2S1 (stereo not given),-4%
